# Screening data from PubChem.
# ROMK mod: ROMK potassium channel modulators, primary screen, cell-based, thallium flux, MLSMR library | ATP-sensitive inward rectifier potassium channel 1 (Homo sapiens), P48048 | Tet-inducible ROMK, thallium flux fluorescence; actives lie on both sides | 2% of 130,000 active | B-score at 10 µM;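 active means signal ratio slope over the read window, or its plate-corrected B-score, at least 3 SD from the plate mean, either direction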;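 further: B-score of the F/F0 ratio slope over 7 to 12 s after thallium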
# Target sequence (P48048 whole entry, looked up): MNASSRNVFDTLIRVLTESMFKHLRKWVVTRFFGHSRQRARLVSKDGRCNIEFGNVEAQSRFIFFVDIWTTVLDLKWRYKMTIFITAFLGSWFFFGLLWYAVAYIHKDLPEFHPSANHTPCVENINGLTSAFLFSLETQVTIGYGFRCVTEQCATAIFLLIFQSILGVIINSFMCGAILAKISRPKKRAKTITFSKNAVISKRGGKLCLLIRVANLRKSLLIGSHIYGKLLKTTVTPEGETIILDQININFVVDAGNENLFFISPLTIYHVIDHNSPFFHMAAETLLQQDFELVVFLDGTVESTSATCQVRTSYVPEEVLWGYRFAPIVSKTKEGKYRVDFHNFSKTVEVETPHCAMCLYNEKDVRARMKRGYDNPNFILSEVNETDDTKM
# * marks the source's active call; other numbers are inactive results. Some of the compounds tested; rates above refer to the full screens.
SMILES,ROMK mod
Cc1cccc(C)c1NC(=S)NC(C)(C)CO,-0.0954
O=C(CSC1=NNC(c2ccccn2)S1)Nc1ccccc1 (configuration not stated),0.124
CN1Cc2c(N3CCOCC3)nc(SCCC#N)c(C#N)c2CC1(C)C,-0.807
O=S(=O)(N/N=C/c1cccnc1)c1ccc(Cl)c(Cl)c1,-0.304
COC(=O)c1cc(-c2ccc(S(=O)(=O)N3CCCC(C)C3)cc2)c(C(F)(F)F)s1 (configuration not stated),1.34
COc1cc(NC(=O)C(Cc2ccccc2)n2cccc2)cc(OC)c1 (configuration not stated),-0.6
CCOC(=O)/C(C#N)=C/C1=C(N2CCOCC2)CC(C)(C)OC1,0.0797
C=CCn1cnc2c(nnn2Cc2ccc(F)cc2)c1=O,0.0274
COc1ccc2oc(=O)c(C(=O)Nc3ccccc3O)cc2c1,-0.0748
CC(=O)c1nnn(-c2ccc(F)cc2F)c1C,1.26
O=C(Nc1ccc(-c2nc3cccnc3s2)cc1)c1ccc(Cl)nc1,-0.231
O=C(O)CCN1C(=O)C2C3c4ccccc4C(c4ccccc43)C2C1=O (configuration not stated),-0.247
CCCc1nc(SCC(=O)N2CCC(C)CC2)c2c(=O)n(C)c(=O)n(C)c2n1,1.54
Cc1ccc(NC(=S)N2CCCCC2)cc1C,-0.351
CCCCn1c(=N)n(CC(O)c2ccccc2)c2ccccc21 (configuration not stated),-0.978
Cc1ccc(-c2c[n+](CC(=O)c3cccs3)c3n2CCC3)cc1,0.905
O=C(c1cnn2c(C(F)(F)F)cc(-c3cccs3)nc12)N1CCCC1,0.135
COC(=O)c1ccc(S(=O)(=O)N2CCC(C(N)=O)CC2)n1C,0.648
Cc1nc2nc(SCc3nc4ccccc4[nH]3)[nH]c2cc1Br,0.711
COc1cccc(Cl)c1NC(=O)N1CCN(c2ccnc3cc(Cl)ccc23)CC1,-0.0852
COc1cc(C(=O)NC(=S)NNC(=O)c2ccc3c(c2)OCO3)cc(OC)c1OC,-0.449
Cc1[nH]c2ccccc2c1/C=N/NC(=O)c1cc(C(C)(C)C)[nH]n1,-1.29
CC(=O)Cn1cnc2c(sc3nc(C)cc(C)c32)c1=O,-1.39
O=C(O)c1ccccc1C(=O)Nc1ccccc1[N+](=O)[O-],-0.117
CSc1nc(-c2ccco2)nn1C(=O)c1ccccc1Cl,-1.44
COc1ccc(N(CC(=O)Nc2cccc(C)c2C)S(=O)(=O)c2c(C)[nH]c(=O)[nH]c2=O)cc1,1.24
COc1ccccc1-c1c(-c2ccc(O)cc2O)n[nH]c1C(F)(F)F,0.847
C=Cn1c(C(=O)O)ccc1-c1ccc(CC)cc1,-0.202
Cc1ccc(/C=C2/SC(=S)N(c3ccc(S(=O)(=O)Nc4nccs4)cc3)C2=O)cc1,-0.217
O=c1[nH]c(-c2ccc(Cl)cc2)nc(=S)[nH]1,0.611
CNC(=O)n1cc(C)c(-c2cccs2)n1,-0.0205
COC(=O)c1sc(SC)c(S(=O)(=O)C(C)C)c1N,0.224
Cc1nc2ccccc2c2c1CC(C(C)(Cl)Br)O2 (configuration not stated),-2.07
COc1cccc(C2/C(=C(/O)c3ccccc3)C(=O)C(=O)N2Cc2ccco2)c1 (configuration not stated),0.726
COc1ccc2c(c1)S(=O)(=O)c1ccccc1N2,0.0402
Cn1c(=O)c([N+](=O)[O-])c(NCC2CCCO2)c2ccccc21 (configuration not stated),-0.0665
CCN(CC)C(=O)C12C(=O)Oc3ccccc3C1C2(C)C(=O)c1ccc(F)cc1 (configuration not stated),-0.127
Cc1nc(-c2nnc(SCC(=O)Nc3ccc(C(F)(F)F)cc3)n2C)cs1,-0.772
O=C(O)c1ccc(N/N=C/c2cc3cc4c(cc3nc2Cl)OCCO4)cc1,-0.412
CNC(=S)c1cc(C(C)(C)C)c(O)c(C(C)(C)C)c1,0.542
COc1cccc2c1C(CO)N1C(C#N)C3CC(C(=O)O)C(C1C2)N3C (configuration not stated),1.19
COC(=O)CC(CP(=O)(O)CN(C)C=O)C(=O)OC (configuration not stated),-0.0545
COC(=O)N/N=C/c1cn(Cc2ccccc2F)c2ccccc12,-3.35*
CCC(=O)N1N=C(c2c(O)n(C)c(=O)n(C)c2=O)CC1c1ccccc1 (configuration not stated),-0.0723
O=C(CSc1nc2c(c(=O)n1-c1ccccc1)SCC2)NCC1CCCO1 (configuration not stated),0.0515
Cc1cc(=S)nc(-c2ccccn2)[nH]1,1.54
O=C(CSc1nc2ccccc2s1)NC1CCCC1,-0.917
CC1CCC(C(C)C)C(=O)/C1=C/c1ccc(N)cc1 (configuration not stated),-0.247
Cn1c(-c2ccc3ccccc3n2)[n+](C)c2ccccc21,-0.665
Cc1cc(-c2nnnn2-c2cc(Cl)cc(Cl)c2)no1,0.164
Cc1onc(-c2ccccc2)c1C(=O)NC(=S)NNC(=O)c1cc(-c2ccc(F)cc2)n[nH]1,-0.325
N#CC1C=Cc2ccccc2N1C(=O)c1ccccc1 (configuration not stated),0.0973
CCOc1nc(CC(C)C)c2c(c1C#N)CC(C)(C)OC2,0.626
C=CCSc1nc2ccccc2c(=O)n1C1CCOC(C)(C)C1 (configuration not stated),-0.737
Cn1c(=O)c([N+](=O)[O-])c(NC2CCS(=O)(=O)C2)c2ccccc21 (configuration not stated),-1.43
O=C(O)CSc1nc2sc3c(c2c(=O)n1-c1ccccc1)CCC3,0.656
O=C(Nc1cnn(Cc2ccc(F)cc2)c1)c1cnn2c(C(F)F)cc(-c3ccccc3)nc12,-0.404
COc1ccc(-c2c(C(F)(F)F)nn(C)c2NC(=O)c2ccco2)cc1,0.724
COc1cccc(-c2nc(-c3cccs3)no2)c1,0.378
CC(=O)c1cnn(-c2ccc(Cl)c(Cl)c2Cl)c1C,-0.725
# Going on with the list.
SMILES,ROMK mod
C=CCSc1nc2c(c(=O)[nH]1)C(c1ccccc1)C(C#N)=C(N)O2 (configuration not stated),0.141
CCc1c(C)nc(SCC(=O)N2CCCCC2CC)[nH]c1=O (configuration not stated),-0.029
CC1(C)C2([N+](=O)[O-])CN3CC1([N+](=O)[O-])CN(C2)C3C(O)C(O)C(O)CO (configuration not stated),-0.632
O=C1CC(c2cccs2)Cc2nc(NC(=O)C3CC3)ncc21 (configuration not stated),-1.82
O=c1[nH]c(-[n+]2ccccc2)c(/C=N/N=C(\[O-])c2ccccc2)s1,0.43
Cc1cc(C)cc(OCC(=O)O/N=C(\N)c2ccccc2Cl)c1,0.782
CCOc1ccc(NC(=O)c2ccc(CNc3c(N4CCCC4)c(=O)c3=O)cc2)cc1,1.02
O=C(NCc1ccc(F)cc1)c1ccc(CNc2c(N3CCOCC3)c(=O)c2=O)cc1,0.496
COC(=O)c1cc(NC(=O)c2cc(C(C)(C)C)nn2Cc2ccc(F)cc2)ccc1N1CCOCC1,-2.24
CCc1cccc(C)c1NC(=O)N(C)C1CCCCC1,-0.0212
Nc1c(Cl)ncnc1NCC(O)CO (configuration not stated),0.757
CCCCCCc1cc2cc(C(=O)OCC)c(=O)oc2cc1O,0.111
COc1ccc(-c2cn[nH]c2C)cc1,-0.0277
O=[N+]([O-])c1ccc(O)c(/C=N/NC(=S)Nc2ccc(Cl)cc2Cl)c1,2.9*
O=C(NC1(O)C(=O)c2ccccc2C1=O)c1c(Cl)cccc1Cl,-0.347
COCCOC(=O)c1nccnc1C(=O)Nc1ccc(S(=O)(=O)N2CCOCC2)cc1,0.00469
COc1ccc(CCN(Cc2cc3ccc(C)cc3[nH]c2=O)C(C)=O)cc1OC,0.856
Cc1ccc(-c2c[n+](Cc3cccc(Cl)c3)c3n2CCC3)cc1,-0.131
CN(C)c1ccc(N2C(=O)CC(c3ccccc3)CC2=O)cc1,0.0877
Cc1ccc(S(=O)(=O)Oc2ccccc2/C=C2/SC(=O)NC2=O)cc1,-0.283
COC(=O)c1cc(S(=O)(=O)Nc2ccsc2C(=O)OC)oc1C,-0.0172
OCC(O)C1OC(Nc2ccc(Cl)cc2)C(O)C1O (configuration not stated),0.586
COC(=O)c1ccc(S(=O)(=O)NCc2ccco2)n1C,0.339
O=C(Cc1ccccc1)NC1(O)C(=O)c2ccccc2C1=O,-0.507
CC(C)c1ccc(/C=N/N2CCN(c3ccccn3)CC2)cc1,1.11
CC(C)(C)c1cc(C(=O)NC2CC2)n(Cc2ccc(F)cc2)n1,-0.75
COc1cccc(SCC(=O)N2CCN(c3ccccc3)CC2)c1,-0.0521
NC(=O)COc1ccccc1,-0.889
CCOC(=O)c1ccc(-c2ccc(/C=N/NC(=O)Cc3nnc(N)s3)o2)cc1,-11.7*
Cc1cc(C)n2c(SCC(=O)NCc3ccc4c(c3)OCO4)nnc2n1,0.517
COc1ccc(/C=N/NC(=O)c2cccnc2)cc1COc1ccc([N+](=O)[O-])cc1,4.74*
C=CCOC(=O)C1=C(C)NC(C)=C(C(=O)OCC=C)C1c1ccco1,-2.14
Cc1nn(C)c(C)c1NC(=O)c1ccccc1NC(=O)Nc1ccccc1,0.0363
C/C(=N\NC(=S)Nc1ccccc1)C1Cc2ccccc2C(=O)O1 (configuration not stated),0.61
CC1CCc2cc(F)cc3c(O)c(C(=O)Nc4cnccn4)c(=O)n1c23 (configuration not stated),0.0573
COc1ccccc1-c1nc(C#N)c(NCCCn2ccnc2)o1,-2.43
c1cn2c(Nc3ccc4c(c3)OCCO4)c(-c3ccc(N4CCOCC4)cc3)nc2cn1,1.28
Cc1nc2ccccc2nc1N1CCCC1,0.226
Cc1nc(-c2cc(C#N)c(=O)[nH]c2C)cs1,0.686
O=C(OCc1nc2ccccc2[n+]([O-])c1C(=O)c1ccccc1)c1ccco1,0.032
COc1ccc(CCn2c(C3CCCCC3)nc3c(c(=O)c4ccccc4n3C)c2=O)cc1,0.00664
CCCCCCCC1(C)NC(=O)NC1=O (configuration not stated),-0.43
CCOC(=O)C1CCCN(C(=O)c2csc(-c3ccc4c(c3)CCO4)n2)C1 (configuration not stated),-0.12
CC(C)(O)CNC(=O)Nc1ccc(Cl)c(Cl)c1,-1.05
COc1ccc(S(=O)(=O)N2CCCC(C(=O)NCc3ccc4c(c3)OCO4)C2)cc1 (configuration not stated),-0.508
COc1ccc(/C=N/Nc2nnc(Cc3ccccc3)c(=O)[nH]2)cc1OC,-0.274
O=C(CBr)N1CCc2ccccc2C(c2ccccc2)C1 (configuration not stated),-0.514
CCSc1ncccc1C(=O)N[C@@H](CCSC)C(=O)OC,-0.659

# Of the compounds above, these contain two or more sulfur atoms:
SMILES,ROMK mod
O=C(CSC1=NNC(c2ccccn2)S1)Nc1ccccc1 (configuration not stated),0.124
COC(=O)c1cc(-c2ccc(S(=O)(=O)N3CCCC(C)C3)cc2)c(C(F)(F)F)s1 (configuration not stated),1.34
Cc1ccc(/C=C2/SC(=S)N(c3ccc(S(=O)(=O)Nc4nccs4)cc3)C2=O)cc1,-0.217
COC(=O)c1sc(SC)c(S(=O)(=O)C(C)C)c1N,0.224
Cc1nc(-c2nnc(SCC(=O)Nc3ccc(C(F)(F)F)cc3)n2C)cs1,-0.772
O=C(CSc1nc2c(c(=O)n1-c1ccccc1)SCC2)NCC1CCCO1 (configuration not stated),0.0515
O=C(CSc1nc2ccccc2s1)NC1CCCC1,-0.917
O=C(O)CSc1nc2sc3c(c2c(=O)n1-c1ccccc1)CCC3,0.656
Cc1ccc(S(=O)(=O)Oc2ccccc2/C=C2/SC(=O)NC2=O)cc1,-0.283
COC(=O)c1cc(S(=O)(=O)Nc2ccsc2C(=O)OC)oc1C,-0.0172
CCSc1ncccc1C(=O)N[C@@H](CCSC)C(=O)OC,-0.659

# More entries follow:
SMILES,ROMK mod
N#Cc1c(N)n(-c2ccc(C(=O)O)cc2)c2nc3ccccc3nc12,0.0159
O=C(NCCc1ccc(Cl)cc1)c1cc(-c2ccncc2)nc2ccccc12,0.524
COc1ccc(C(O)Cn2cc([N+](=O)[O-])nc2C)cc1 (configuration not stated),-0.725
Cc1ccc(S(=O)(=O)c2c[nH]c3cc4c(cc3c2=O)OCO4)cc1,0.638
O=C(CC1NCCNC1=O)NC1Cc2ccccc2C1 (configuration not stated),0.122
Cc1ccc(C(=O)COc2cc(C)nc3nncn23)cc1,-1.1
CCn1c(=O)c2cc(C(=O)NC(C)C)sc2c2ccccc21,0.0486
O=C(Nc1ccccc1Cl)Nc1ccccc1Cl,0.00453
CN1C(=O)CC(c2cn(Cc3ccccc3)c3ccccc23)C1=O (configuration not stated),-0.851
CCCCN(C)C(=O)Cn1c(=O)oc2cc(S(=O)(=O)N3CC(C)CC(C)C3)ccc21 (configuration not stated),-0.127
NS(=O)(=O)c1ccc(CNC(=O)/C=C/c2ccco2)cc1,0.00214
Cc1[nH]nc2c1C(CC(C)C)C(C#N)=C(N)O2 (configuration not stated),-0.359
CCN(CC)C(=O)Oc1nnc(SC(C)C)n1-c1ccc(Cl)cc1,-1.26
Cc1ccsc1/C=N/NC(=O)C1CC(=O)N(c2ccc(F)cc2)C1 (configuration not stated),-0.268
O=C(O)c1ccccc1Nc1ccc([N+](=O)[O-])cc1C(=O)O,0.624
Cn1cccc1/C=N/NC(=O)C(O)c1ccccc1 (configuration not stated),0.21
CC#CC[N+](C)(C)CCCCCCCCCC,-2.09
Cn1cccc1CC(=O)N/N=C/c1ccco1,-0.282
Cn1c(CNC(=O)OC(C)(C)C)nnc1SCC(=O)N1CCOCC1,-0.101
Cn1c(SCC(=O)Nc2sccc2C(N)=O)nnc1-c1ccncc1,-0.717

# Grouped by structure: those above with a tert-butyl group (five)
SMILES,ROMK mod
Cc1[nH]c2ccccc2c1/C=N/NC(=O)c1cc(C(C)(C)C)[nH]n1,-1.29
CNC(=S)c1cc(C(C)(C)C)c(O)c(C(C)(C)C)c1,0.542
COC(=O)c1cc(NC(=O)c2cc(C(C)(C)C)nn2Cc2ccc(F)cc2)ccc1N1CCOCC1,-2.24
CC(C)(C)c1cc(C(=O)NC2CC2)n(Cc2ccc(F)cc2)n1,-0.75
Cn1c(CNC(=O)OC(C)(C)C)nnc1SCC(=O)N1CCOCC1,-0.101
